Screening results: PubChem, several laboratories
VHR inh abs – VHR1 phosphatase inhibitors, primary screen, biochemical, absorbance, uHTS | Dual specificity protein phosphatase 3 (Homo sapiens), P51452 | recombinant VHR phosphatase, pNPP absorbance | inhibition, % at 13.3 µM | 290,000 compounds, 0.52% hits; in the data active = inhibition above about 50%; also: some compounds called inactive have numbers as strong as hits
Target sequence (P51452 whole entry, looked up): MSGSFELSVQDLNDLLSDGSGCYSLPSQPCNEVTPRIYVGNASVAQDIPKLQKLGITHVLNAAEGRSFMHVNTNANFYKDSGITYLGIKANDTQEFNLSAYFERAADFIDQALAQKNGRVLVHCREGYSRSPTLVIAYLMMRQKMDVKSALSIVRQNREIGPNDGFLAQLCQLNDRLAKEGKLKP
Rv3671c inh – Rv3671c serine protease inhibitors, primary screen, biochemical, fluorescence polarization, M. tuberculosis H37Rv | inhibition, % at 5.96 µM | 320,000 compounds, 0.048% hits | AID 2606, 2010; in the data active = inhibition above about 38%;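 also: extracellular domain of Rv3671c used as enzyme; 0% = enzyme with DMSO and 100% = no enzyme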
Target sequence (P9WHR9 whole entry, looked up, the tested form may be a part): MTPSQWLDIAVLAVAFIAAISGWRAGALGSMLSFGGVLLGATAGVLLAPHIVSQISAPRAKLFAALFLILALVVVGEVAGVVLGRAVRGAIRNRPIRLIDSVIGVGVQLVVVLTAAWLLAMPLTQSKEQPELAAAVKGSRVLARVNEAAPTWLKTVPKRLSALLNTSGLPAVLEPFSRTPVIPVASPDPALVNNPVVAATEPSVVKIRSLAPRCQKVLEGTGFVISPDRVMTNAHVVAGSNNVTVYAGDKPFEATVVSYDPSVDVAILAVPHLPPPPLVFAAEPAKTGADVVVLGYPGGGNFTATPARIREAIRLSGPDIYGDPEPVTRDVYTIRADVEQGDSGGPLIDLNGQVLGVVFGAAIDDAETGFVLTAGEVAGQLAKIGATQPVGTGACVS
SARS 3CLpro inh – SARS-CoV 3CLpro protease inhibitors, primary screen, biochemical, quenched FRET. recombinant SARS-CoV 3CLpro, quenched FRET peptide cleavage. inhibition, % at 6 µM. 290,000 compounds, 0.14% hits; in the data active = inhibition above about 12%
* marks the source's active call; other numbers are inactive results. A portion of the library, so the mix of outcomes need not match the whole.

| smiles | Rv3671c inh | VHR inh abs | SARS 3CLpro inh |
| --- | --- | --- | --- |
| CN1C(=O)C(=Cc2ccc(-c3cccc(Cl)c3)o2)C(=O)N(C)C1=O | -7 | 32 | 0 |
| Cc1ccc(C(=O)NC(C)c2nc3ccccc3n2CC(=O)Nc2c(C)cc(C)cc2C)cc1 (stereo not given) | -1 | 34 | 2 |
| N/C(=N\OC(=O)COc1ccc2ccccc2c1Br)c1ccncc1 | -6 | 3 | 4 |
| Cc1nc2cc(N3CCCCC3)c(NC(=O)c3ccncc3)cc2c(=O)n1Cc1ccc(Cl)cc1 | -6 | 12 | 4 |
| C(=C1/CCCC2=C1Nc1ncnn1C2c1ccccc1)/c1ccccc1 (stereo not given) | -5 | 27 | 2 |
| Cc1cc(C)n(-c2nc(SCC(=O)O)c3c4c(sc3n2)CCCC4)n1 | -2 | 27 | -2 |
| CCc1cc2c(=O)c(-c3ccc(F)cc3)c(C(F)(F)F)oc2cc1OCC(=O)O | 5 | 11 | 7 |
| CCn1cc(C(=O)Nc2ccc(C)cc2C)c(=O)c2ccc(C)nc21 | -1 | 17 | 1 |
| CCc1ccc(/C=C2/Sc3ccccc3N(CC(=O)NCCCOC)C2=O)cc1 | 0 | 14 | 5 |
| CCc1ccccc1NC(=O)CSc1nc(-c2ccccc2)nn1C(=O)c1cccc([N+](=O)[O-])c1 | -7 | 32 | 4 |
| CCN1CCN(c2ccc(NC(=O)c3cnccn3)cc2)CC1 | 8 | 16 | 3 |
| CC(C)[C@H](NC(=O)[C@H](CC(=O)O)NC(=O)[C@H](CCCCN)NC(=O)[C@@H](N)CCCN=C(N)N)C(=O)N[C@@H](Cc1ccc(O)cc1)C(=O)O | -9 | 1 | 1 |
| Cc1ccc(C2=NCN(c3ccc(C(=O)O)cc3)C(=S)N2)cc1 | 1 | 28 | -3 |
| CCn1cc(C(=O)NC2CCC(C)CC2)c(=O)c2cc(S(=O)(=O)N3CCCCC3)ccc21 (stereo not given) | -8 | -14 | -2 |
| CCOC(=O)c1[nH]c2ccc(OC)cc2c1NC(=O)CN1CCN(c2ccccn2)CC1 | 8 | -5 | -7 |
| COc1ccc(N/C(=C(/C(Cl)=C(Cl)Cl)[N+](=O)[O-])n2nnc3ccccc32)cc1OC | 10 | 14 | 6 |
| CSC1=C(C#N)C2(CCCC2)C(C#N)=C(N)N1 | 4 | 32 | 5 |
| CCOc1ccc(OCCCCNCCN)cc1 | 0 | 20 | 2 |
| COc1cc(/C=C2\C(=N)N3N=C(S(C)(=O)=O)SC3=NC2=O)ccc1OS(=O)(=O)c1ccccc1 | -10 | 4 | 8 |
| Cn1c(=O)c(C(=O)COC(=O)c2cc(-c3ccccc3)nc3ccccc23)c(N)n(Cc2ccccc2)c1=O | -93 | 11 | 1 |
| Cc1cc(N2CCCC2)nc(N2C3CCC2CC(O)(c2ccc(F)cc2)C3)n1 (stereo not given) | 2 | 21 | -7 |
| Cc1ccc(-n2[nH]c(C)c(C=Nc3ccc(S(=O)(=O)Nc4nccs4)cc3)c2=O)cc1 | -4 | -10 | 1 |
| CCOC(=O)c1cnc2c(C)cccc2c1Nc1ccc(N2CCOCC2)cc1 | 4 | 15 | 9 |
| COc1ccccc1C(=O)NCC(=O)NNc1ncnc(N)c1[N+](=O)[O-] | 12 | 18 | -1 |
| Oc1c(Cl)cc(Cl)cc1Sc1cc(Cl)cc(Cl)c1O | 1 | -26 | 9 |
| NC(=O)[C@@H]1CCCNc2c(I)cc([N+](=O)[O-])cc2C(=O)N[C@@H](CCCN=C(N)N)C(=O)N[C@@H](CCCN=C(N)N)C(=O)N1 | 1 | 0 | 0 |
| Cn1c2ccccc2c2nnc(SCc3nnc(-c4ccccc4)o3)nc21 | -2 | 35 | 3 |
| Cc1cccc(NC(=O)Cn2c([N+](=O)[O-])cnc2C)c1C | 6 | 8 | 4 |
| CCCCc1ccc(C2C(C#N)=C(N)SC(N)=C2C#N)s1 | -33 | 7 | 3 |
| O=c1c2ccccc2nnn1CSc1nnc2sc3ccccc3n12 | 2 | -9 | -3 |
| Cc1ccc2cc(C)c3nnc(SCC(=O)N4CCCc5ccccc54)n3c2c1C | -1 | -5 | -4 |
| Cc1ccc(C)c(CN2C(=O)C3CCCN3c3ccc(S(=O)(=O)N4CCOCC4)cc32)c1 (stereo not given) | -28 | 12 | 2 |
| CN(C)CCNC(=O)c1cc(Sc2ccc(F)cc2)nc2ccccc12 | 3 | 18 | -8 |
| CC1CCN(CCCNC(=O)c2ccc(Cn3c(=S)[nH]c4ccc(Br)cc4c3=O)cc2)CC1 | 0 | 11 | -3 |
| CS(=O)(=O)Nc1ccc(Cc2noc(-c3ccc4[nH]cc(CCN)c4c3)n2)cc1 | -3 | 21 | 6 |
| O=C(/C(N=Nc1cccc([N+](=O)[O-])c1)=C(/O)c1ccc(Br)cc1)C(F)(F)F | 5 | 17 | 1 |
| O=C(OCc1cc(Cl)ccc1OC(F)F)c1ccc([N+](=O)[O-])o1 | -2 | -2 | 0 |
| CSc1ccc(S(=O)(=O)Nc2cccc(F)c2)cc1 | 2 | 5 | 1 |
| CCOc1cc(/C=C2\SC(=Nc3ccc(F)cc3)N(c3ccc(F)cc3)C2=O)ccc1OCC(=O)O | -14 | -12 | 4 |
| NCC1(CC(=O)O)CCCCC1 | 0 | 12 | -7 |
| CCOc1cc(/C=C2/SC(=S)N(C)C2=O)ccc1Oc1ccc([N+](=O)[O-])cc1[N+](=O)[O-] | 3 | -2 | 1 |
| C(=N\Nc1nc(-c2ccccn2)nc2ccccc12)/c1ccccc1 | 10 | -15 | -1 |
| O=C(c1n[nH]c2c1CCCC2)n1ccnc1 | -3 | -17 | 2 |
| N#Cc1nc(-c2ccc(F)cc2)oc1NCCCn1ccnc1 | 1 | 7 | -3 |
| CC(=O)c1c(C)[nH]c(C(=O)OCC(=O)c2c(N)n(C)c(=O)n(C)c2=O)c1C | 6 | 8 | 2 |
| CCOC(=O)c1ccc(NS(=O)(=O)c2ccc(Cl)nc2)cc1 | 7 | 14 | 4 |
| C/C=C/C(O)c1ccc2ccccc2c1 (stereo not given) | 6 | 9 | 0 |
| O=C(O)/C(=C\C(=O)c1ccccc1)Nc1ccccc1 | -7 | 20 | -1 |
| CCCN1C=CC(=C/C=C(\C#N)C(=O)OCC)C=C1 | -23 | 41 | 3 |
| COC(=O)CCC(=O)Oc1ccc(OC(=O)CCC(=O)OC)cc1 | -6 | 40 | -10 |

Further structures follow:
| smiles | Rv3671c inh | VHR inh abs | SARS 3CLpro inh |
| --- | --- | --- | --- |
| N#Cc1cc2c(N)c(C(=O)Nc3ccccc3)sc2nc1N | 3 | -7 | -5 |
| CCOC(=O)c1c(/N=C/C2C(=O)NC(=S)NC2=O)sc(C)c1C | 0 | 10 | 2 |
| CC(C)CNC(=O)c1ccc(Cl)c(N)c1 | -4 | 8 | -1 |
| CCN1CCN(Cc2c(C(=O)N/N=C(\C)c3ccc(Cl)c(Cl)c3)nnn2-c2nonc2N)CC1 | -1 | 16 | 1 |
| Cc1nc2nc(-c3ccc(Cl)cc3)nn2c(C)c1Cl | 8 | 17 | -2 |
| CC1CCN(CCC(=O)Nc2ccc3c(c2)OCCO3)CC1 | -4 | 37 | 5 |
| O=C(N=c1ccn(-c2nc3ccccc3nc2NS(=O)(=O)c2ccc(Cl)cc2)cc1)c1ccccc1Cl | 1 | 10 | -1 |
| Cc1ccc2nc(-c3ccc(N4C(=O)CC(N5CCC(C(N)=O)CC5)C4=O)cc3)sc2c1 (stereo not given) | -4 | 8 | 2 |
| CCOc1cc(/C=C/c2nc3ccccc3c(=O)[nH]2)cc(Br)c1OC | -6 | 10 | 7 |
| CCOc1ncccc1C(=O)NCc1ccccc1 | -1 | -10 | 4 |
| O=[N+]([O-])CC(=Nc1ccc(F)cc1)N/N=C\c1oc(O)c2ccccc12 | 3 | -3 | 1 |
| COc1cccc2cc(C(N)=O)/c(=N/NC(=O)COc3ccc(Cl)cc3)oc12 | 10 | 16 | 1 |
| CCOC(=O)C(C)(C)N(Cc1ccc(Cl)cc1)S(=O)(=O)c1ccc(Cl)c([N+](=O)[O-])c1 | -4 | -6 | 3 |
| Cc1c(C(=O)N2CCN(c3ccccc3)CC2)sc2ncnc(N3CCC(C)CC3)c12 | 0 | -4 | -1 |
| CCOC(=O)c1ccc(Cl)c(NC(=O)c2cccnc2)c1 | 7 | 11 | 3 |
| CCN(CC)S(=O)(=O)c1ccc(Cl)c(C(=O)Nc2cc(C)nn2-c2ccccc2C(F)(F)F)c1 | 5 | 26 | 0 |
| COc1ccc(C2CC(=O)c3cnc(N4CCc5ccccc54)nc3C2)cc1OC (stereo not given) | 3 | 8 | -1 |
| N#C/C(=C/c1ccc(-c2cc(C(=O)O)cc(C(=O)O)c2)o1)c1nc2ccccc2s1 | -16 | 1 | 0 |
| O=C(Nc1ccc(C2=NCCN2)cc1)c1ccc(Cl)c(C(=O)Nc2ccc(C3=NCCN3)cc2)c1 | -17 | 10 | -11 |
| Cc1ccccc1CSc1nc2c(c(=O)[nH]1)CCCC2 | 3 | -24 | -2 |
| Cn1c(C(=O)N2CCCc3ccccc32)cc2c(=O)n3ccccc3nc21 | 5 | 12 | 0 |
| COc1cc(C)c(Cl)cc1S(=O)(=O)NC1CC(C)(C)NC(C)(C)C1 | 6 | 38 | -1 |
| O=C(CCC(=O)N(CC(=O)NC1CCCCC1)c1ccc2c(c1)OCCO2)Nc1ccccn1 | 13 | -18 | -2 |
| CCCNC(=O)OC[C@H]1O[C@H](CCO/N=C/[C@@H](OC)[C@H](C)/C=C/CC(=O)OC)C=C[C@@H]1Oc1ccc(OC)cc1 | 5 | -7 | 3 |
| COCCn1c(-c2ccccc2)nc2c(c(=O)c3ccccc3n2C)c1=O | -3 | 2 | 8 |

Some of the entries above, reformatted:
The line under a structure holds: Rv3671c inh	VHR inh abs	SARS 3CLpro inh
- CC(=O)c1c(C)[nH]c(C(=O)OCC(=O)c2c(N)n(C)c(=O)n(C)c2=O)c1C
  6	8	2
- CCCCc1ccc(C2C(C#N)=C(N)SC(N)=C2C#N)s1
  -33	7	3
- Cn1c(=O)c(C(=O)COC(=O)c2cc(-c3ccccc3)nc3ccccc23)c(N)n(Cc2ccccc2)c1=O
  -93	11	1
- CCOC(=O)c1ccc(Cl)c(NC(=O)c2cccnc2)c1
  7	11	3

Further entries
| smiles | Rv3671c inh | VHR inh abs | SARS 3CLpro inh |
| --- | --- | --- | --- |
| Cc1[nH]c2ccccc2c1-c1nc(-c2ccc(Cl)cc2)nnc1-c1ccccc1 | -5 | 2 | -2 |
| CN(C)C=Nc1ccccc1C1C=NNC1=O (stereo not given) | 7 | 28 | 2 |
| COc1ccc(CCNC(=O)CSc2nnc(-c3ccco3)c(-c3ccco3)n2)cc1OC | 4 | 26 | -8 |
| COc1ccccc1N1CCN(C(=O)CSc2nnc3c4ccccc4nc(Cc4ccccc4)n23)CC1 | -9 | 10 | 5 |
| O=S(=O)(Nc1ccc(O)c2ccccc12)c1ccc(Br)cc1 | -23 | 30 | 5 |
| COc1cc(NC(=O)c2ccccc2-c2ccccc2)cc(OC)c1OC | -1 | 17 | -5 |
| O=C(Nc1cccc(F)c1)c1c(O)c2cccc3c2n(c1=O)CCC3 | 2 | 17 | -3 |
| O=C(CSc1nnnn1-c1ccc(O)cc1)N1N=C(c2ccc3ccccc3c2)CC1c1ccccc1 (stereo not given) | -4 | -3 | 2 |
| COc1ccccc1C1C=C(c2ccc(Cl)cc2)Nc2nc(NS(C)(=O)=O)nn21 (stereo not given) | 0 | -4 | 2 |
| CCCOc1ccc(N2C(=O)CC(N3CCC(c4nc5ccccc5o4)CC3)C2=O)cc1 (stereo not given) | -5 | 21 | 6 |
| CCOc1ccc(-c2c(=O)n(OCc3ccc([N+](=O)[O-])cc3)c3ccccc3[n+]2[O-])cc1 | 6 | 18 | 4 |
| CC/C(=N\NC(C)=O)c1ccc(OC(F)F)cc1 | -4 | 9 | -2 |
| CC(C)C(=O)c1cc2c(cc1NC(=O)Nc1cccc3ccccc13)OCCO2 | -2 | 29 | -1 |
| O=C(/C=C/c1ccc2c(c1)OCO2)Nc1nc(-c2ccc(F)cc2)cs1 | 6 | -10 | 2 |
| CCc1ccc2nc3sc(C(=O)N4CCc5ccccc54)c(N)c3cc2c1 | -10 | -6 | -13 |
| Cc1nc(SCc2ccccc2F)c2cnn(-c3ccccc3)c2n1 | -4 | 30 | 5 |
| CC(=O)c1ccc(NC(=S)N2C(C)CCCC2C)cc1 (stereo not given) | 5 | 32 | -4 |
| CN(Cc1cc([N+](=O)[O-])c2cccnc2c1O)C1CCCCC1 | -8 | -8 | 0 |
| Cc1nc(C)c(/C(O)=C/c2nc3ccc([N+](=O)[O-])cc3oc2=O)o1 | 9 | 16 | 0 |
| COc1ccc(C)cc1NC(=S)NC12CN3CN(CN(C3)C1)C2 | 3 | 6 | 3 |
| COC(=O)C1=C(C)N(Cc2ccco2)C(=O)N[C@H]1c1ccc(Br)cc1 | -5 | 11 | -2 |
| O=C(COC(=O)/C=C/c1ccc(Br)o1)Nc1ccccc1F | 1 | 26 | 0 |
| COc1ccccc1-c1nc(SCC(=O)NCC2CCCO2)c2c(=O)n(C)c(=O)n(C)c2n1 (stereo not given) | 4 | 4 | 2 |
| O=S(=O)(c1ccccc1)N1N=C(c2ccccc2)CC1c1ccco1 (stereo not given) | -5 | -11 | 10 |
| CCOC(=O)C(NC(C)=O)(N1CCOCC1)C(F)(F)F (stereo not given) | 2 | 30 | -3 |
| CC(C)c1nc(CN(C)C(=O)N[C@H](C(=O)N[C@@H](Cc2ccccc2)C[C@H](O)[C@H](Cc2ccccc2)NC(=O)OCc2cncs2)C(C)C)cs1 | 0 | -6 | 3 |
| [O-][n+]1c2c(nc3c1-c1ccccc1C3O)CCCC2 (stereo not given) | -9 | 22 | 4 |
| CCOC(=O)N1CCN(C(=O)CSc2nnc(-c3ccc(Cl)s3)o2)CC1 | 1 | 46 | 1 |
